# From PubChem
# All columns: NCI-60 one-dose screen, growth in % after 48 h at 10 µM unless noted; 100 = growth as untreated, 0 = no growth, -100 = all killed.
# COLO 205: COLO 205 colon cancer; 79,000 tested, 7.3% active; AID 1794742
# HT29: HT29 colon cancer. 81,000 tested, 7.4% active
# HCT-15: HCT-15 colon cancer | 82,000 tested, 5.2% active
# KM12: KM12 colon cancer cells. 82,000 tested, 5% active. AID 1794800
# SW-620: SW-620 colon cancer; 82,000 tested, 5.2% active
# SNB-75: SNB-75 CNS cancer. 79,000 tested, 5% active. AID 1794750
# HCC-2998: HCC-2998 colon cancer; AID 1794799; 79,000 tested, 4.7% active
# HCT-116: HCT-116 colon cancer | 82,000 tested, 7.3% active
# NCI-H322M: NCI-H322M lung cancer. 80,000 tested, 2.7% active
# * marks the source's active call; other numbers are inactive results; · = not tested or not shown; & = joins results of further samples. How the source made its calls: active means growth percent below 10; inactive means the rest.
# The first 7 compounds, ahead of the listing:
SMILES,COLO 205,HT29,HCT-15,KM12,SW-620,SNB-75,HCC-2998,HCT-116,NCI-H322M
CCCCCCCCCCCCCCCCSC(=O)CCl,120,118,107,126,103,91,114,105,121
C[N+](C)(C)CCCCCCCCCC[N+](C)(C)C,·,·,107,103,96,89,105,106,118
O=c1[nH][n+](-c2nonc2-c2ccccc2F)no1,118,109,108,106,105,·,110,104,106
COc1ccc(-c2nc(SCC(=O)Nc3nc4ccc(C)cc4s3)[nH]c(=O)c2C#N)cc1,116,104,108,101,104,80,103,94,103
CCCCC(=O)OC1CCCCC1C (configuration not stated),100,88,108,99,105,88,111,81,111
Fc1ccc(-c2nnc(-c3c(-c4ccc(F)cc4)nc4ncccn34)o2)cc1,104,93,88,103,108,102,111,95,105
CCOC(=O)c1c(-c2ccccc2Cl)c(C#N)c(=O)n(-c2cccc(C(F)(F)F)c2)c1N,101,100,102,101,100,84,114,99,98

# Results, from the first entry:
SMILES,COLO 205,HT29,HCT-15,KM12,SW-620,SNB-75,HCC-2998,HCT-116,NCI-H322M
CCCCCCCCCCCCCCCCSC(=O)CCl,120,118,107,126,103,91,114,105,121
C[N+](C)(C)CCCCCCCCCC[N+](C)(C)C,·,·,107,103,96,89,105,106,118
O=c1[nH][n+](-c2nonc2-c2ccccc2F)no1,118,109,108,106,105,·,110,104,106
COc1ccc(-c2nc(SCC(=O)Nc3nc4ccc(C)cc4s3)[nH]c(=O)c2C#N)cc1,116,104,108,101,104,80,103,94,103
CCCCC(=O)OC1CCCCC1C (configuration not stated),100,88,108,99,105,88,111,81,111
Fc1ccc(-c2nnc(-c3c(-c4ccc(F)cc4)nc4ncccn34)o2)cc1,104,93,88,103,108,102,111,95,105
CCOC(=O)c1c(-c2ccccc2Cl)c(C#N)c(=O)n(-c2cccc(C(F)(F)F)c2)c1N,101,100,102,101,100,84,114,99,98
C[C@H]1[C@]2(C)CCc3cc4[nH]c5ccccc5c4cc3[C@]2(CCCO)C(=O)O[C@@]1(C)O,109,105,109,93,96,83,107,97,108
COCCCn1c(=N)c(S(=O)(=O)c2ccccc2)cc2c(=O)n3ccccc3nc21,112,115,100,103,110,101,114,99,106
CCCCCCCCN(CCCCCCCC)C(=O)c1cccc(C)c1,100,101,99,96,86,85,107,98,84
CSC(=N\N=C\c1ccc(N(C)C)cc1)/N=C/N(C)C,110,113,96,110,84,102,108,102,102
O=C1CCN=C2C=CC(C(F)(F)F)=CN12,121,86,104,101,115,99,102,99,95
N#Cc1c(O)ccc(O)c1C#N,105,99,104,104,98,92,111,106,118
C/C(=N/N=C(N)N)c1ccc(Cl)cc1,·,81,102,93,112,81,58,86,90
Cc1ccc(-c2nc(C(Cl)Cl)n3nc(-c4ccccc4)cc3n2)cc1,6.0*,-44*,-27*,0.7*,-22*,·,23,9.6*,83
CN1N=C(c2ccc(Cl)cc2)CC2(CCCC2)C1=O,114,106,101,103,104,83,110,105,100
COC(=C(C#N)C#N)N1CCOCC1,118,95,104,102,101,108,101,101,110
CC(C)(C)OC(=O)N1C=C/C(=C/Cn2cc(-c3ccccc3)nn2)CC1,105&110,105&97,91&87,89&89,97&97,80&78,91&92,84&75,82&81
C[C@@H]1CC[C@@H]2[C@@H](C1)Oc1cc(O)ccc1C2(C)C,110,96,96,99,101,98,100,101,100
COC(=O)C1(N)CCCC1,103,99,113,99,92,113,89,103,112

# Ordered by SMILES length (rising): some entries from above
SMILES,COLO 205,HT29,HCT-15,KM12,SW-620,SNB-75,HCC-2998,HCT-116,NCI-H322M
COC(=O)C1(N)CCCC1,103,99,113,99,92,113,89,103,112
CSC(=N\N=C\c1ccc(N(C)C)cc1)/N=C/N(C)C,110,113,96,110,84,102,108,102,102
C[C@@H]1CC[C@@H]2[C@@H](C1)Oc1cc(O)ccc1C2(C)C,110,96,96,99,101,98,100,101,100

# Remaining list, next part.
SMILES,COLO 205,HT29,HCT-15,KM12,SW-620,SNB-75,HCC-2998,HCT-116,NCI-H322M
Cc1ccc(N)c(C(=O)O)c1,105,108,103,104,106,91,·,103,106
COc1ccc(-c2cc(C(=O)N3CCN(C(=O)c4ccccc4NCc4cccs4)CC3)nc3cc(-c4ccccc4)nn23)cc1OC,114,96,100,102,106,85,98,90,102
Nc1[nH]nc2ncn3c4ccccc4nc3c12,111,113,104,111,102,86,110,100,98
CC(C)(O)C(F)(Cl)Cl,102,100,97,95,100,91,111,97,100
O=C(CNc1ccccc1)Cn1cc(COc2ccc(C=Nc3cnc4ccccc4c3)cc2)nn1,107,106,105,104,98,92,111,105,106
COc1cc(/C=C/C(=O)c2ccc(Nc3ncnc4ccccc34)cc2)cc(OC)c1,151,-38*,46,-50*,-66*,71,-38*,-87*,76
NNC(=O)Oc1cccc2ccccc12,·,94,103,100,103,94,85,107,108
CC(=O)c1ccc2c(ccc3ccccc32)c1,111,96,68,106,100,105,109,90,105
COc1ccc(-c2c(C#N)c(N)n(Cc3nc4ccccc4[nH]3)c(=O)c2C#N)c(OC)c1,109,110,100,102,90,73,116,95,101
COc1ccc(Cn2cc3c(c2-c2cc(OC)c(OC)c(OC)c2)CCc2cnoc2-3)cc1[N+](=O)[O-],1.1*,13,34,25,27,18,18,19,27
O=C1CCC(N2CCSC2=S)N1 (configuration not stated),106,95,102,101,99,99,95,100,102
Cc1cc(=O)oc2cc(Oc3nc(-c4ccccc4)cn4c(-c5ccccc5)cnc34)ccc12,70,53,69,76,88,-1.4*,81,39,86
O=C(CCc1nnc2sc(-c3cc(O)c(O)c(O)c3)nn12)c1nc2ccccc2[nH]1,114,93,89,105,116,94,111,86,·
O=C(O)C(=O)c1c[nH]c2ccccc12,85,104,99,102,99,91,·,96,100
C=CCNC(=S)N/C=C(/C(=O)c1ccccc1)c1ccccc1,95,120,108,104,99,88,105,115,111
O=C/C=C/c1ccc([N+](=O)[O-])cc1,115,98,105,101,106,99,96,81,104
CCc1ccc(CNc2ccc(N3CCOCC3)c(C(=O)O)c2)cc1,101,96,104,106,111,99,104,86,102
NS(=O)(=O)c1ccc(Nc2nc(N/N=C/c3cccs3)nc(Nc3ccccc3)n2)cc1,82,71,85,55,90,84,88,25,76
CCOC(=O)CNC(=O)NCn1c(=O)[nH]c2ccccc2c1=O,116,106,103,105,110,99,117,107,103
Cn1cnc([N+](=O)[O-])c1S(=O)(=O)Oc1ccc(Cl)cc1,-90*,-37*,59,85,-31*,103,83,-32*,104
Nc1ccc(Br)cc1C(F)(F)F,102,108,106,112,111,109,114,103,119
CSc1c(-c2nc3ccccc3s2)c(N)nc2c(C#N)c(Nc3ccccc3)nn12,99,100,77,98,83,99,99,86,99
c1ccc2c(c1)ccc1c(-c3ccncc3)n[nH]c12,99,60,48,63,105,55,85,99,81
N#C/C(=C\c1ccc(Br)cc1)c1cc2ccccc2[nH]1,105,109,94,91,93,104,101,85,92
NC(CSCC(=O)O)C(=O)O (configuration not stated),·,102,108,108,106,100,98,101,103
CN(C)c1ccc(C#Cc2c(F)cccc2F)cc1,·,80,90,91,100,86,76,84,88
O=C(Oc1ccccc1Cl)c1ccc(Cl)c(Cl)c1,102,107,104,96,99,87,108,92,94
CCCC(C(=O)OCCN(CC)CC)(c1ccccc1)c1ccccc1,83&94&83,64&106&60,83&93&87,105&106&100,99&94&95,69&92&68,99&107&86,77&96&73,91&107&83
CC1(C)CCc2cc(-c3ccn(S(=O)(=O)c4ccc(C(F)(F)F)cc4)n3)ccc2O1,108,·,87,98,90,94,94,81,105
CC1(C)NCCC[C@]2(C)[C@H]3CC=C4[C@@H]5C[C@](C)(C(N)=O)CC[C@]5(C)CC[C@@]4(C)[C@]3(C)CC[C@@H]12,60,13,55,82,84,78,57,61,97
CC1=C(SCC(=O)OCCCCCC(C)C)C(=O)c2ccccc2C1=O,125,106,89,91,99,91,110,90,100
c1ccc2c(c1)CCCc1nnc3nc4ccccc4n3c1-2,12,31,40,56,54,45,42,17,48
COc1ccc(C(=O)CSc2nc(Nc3cccc(S(N)(=O)=O)c3)c3ccccc3n2)cc1,104,109,105,104,101,96,114,105,95
Cc1nc2ccc(Br)cn2c1-c1nnc(SCc2ccccc2)o1,132,120,100,103,105,96,128,109,101
CC1(C)C2CCC(CN=C(N)CSS(=O)(=O)O)C1C2 (configuration not stated),114,93,108,97,92,106,95,103,99
C=C(C)[C@@H]1CC[C@]2(C(=O)N3CCN(C)CC3)CC[C@]3(C)[C@H](CC[C@@H]4[C@@]5(C)CC[C@H](OC(=O)c6ccccc6C(=O)O)C(C)(C)[C@@H]5CC[C@]43C)[C@@H]12,111,109,103,106,101,85,106,91,101
COc1cc(-c2nc(-c3nnc(-c4ccc(Cl)cc4Cl)o3)c3ccccn23)cc(OC)c1OC,88,91,93,97,90,75,97,86,78
O=C(Sc1nc2ccccc2[nH]1)c1ccc(-n2c(=O)[nH]c3ccccc3c2=O)cc1,104,105,110,99,99,85,114,99,104
CCOC(=O)/C(O)=C(\C#N)c1ccc(C(C)C)cc1,120,108,115,116,106,92,103,104,110
Cc1cc(C)n(C(=O)c2sc(=S)n(-c3ccccc3)c2NCC#N)n1,113,110,103,90,99,107,107,101,97
O=C(Cc1ccccc1)NC1CCCCC1,114,99,103,107,108,98,103,102,102
COc1cc(C2=NN(c3ccccc3)C(c3sc(N(C)Cc4ccccc4)nc3Cl)C2)cc(OC)c1OC (configuration not stated),102,92,97,94,106,85,98,83,100
CC(CCC(=O)O)C1CCC2C3C(O)CC4CC(O)CCC4(C)C3CC(O)C12C (configuration not stated) (tested in a mixture with another compound),105,95,108,99,105,96,110,101,·
C/C(=N\Nc1ccc([N+](=O)[O-])cc1[N+](=O)[O-])c1ccc(Br)cc1,104,92,98,93,101,104,99,102,106
O=C(Nc1c(Cl)cc2c(c1Cl)Cc1cc([N+](=O)[O-])ccc1-2)C(Cl)Cl,·,97,91,85,91,27,92,73,77
CC(=O)OCC1CSCC1COC(C)=O (configuration not stated),122,110,98,106,108,92,109,110,106
CCc1cccc(Cl)c1,117,93,105,101,111,91,106,104,108
CCOC(=O)/C=C1\S/C(=N\Nc2cc(=O)[nH]c3ccc(C)cc23)N(c2ccccc2)C1=O,101,114,102,105,102,94,110,103,104
O=C(O)CCCNC(=O)c1nc(-c2ccccc2)n(-c2ccccc2)n1,116,93,105,117,104,116,124,100,·
Cc1nn(-c2cc(-c3ccccc3)no2)c(N)c1C,128,82,96,105,114,67,99,93,84

# Further records follow.
SMILES,COLO 205,HT29,HCT-15,KM12,SW-620,SNB-75,HCC-2998,HCT-116,NCI-H322M
Cc1ccc2cnc(N)c(C#Cc3cncc(C(=O)Nc4ccc(CN5CCN(C)CC5)c(C(F)(F)F)c4)c3)c2c1,-70*,-70*,-92*,-83*,-86*,·,-83*,-36*,-97*
CCn1cc(C(=O)O)c(=O)c2cc(F)c(N3CCN(C(=O)CSc4nc(-c5ccc(Cl)cc5)c(C#N)c(=O)[nH]4)CC3)cc21,111,98,100,105,96,98,101,82,92
COc1ccc(-c2cc(C(=O)N=Nc3c(O)n(C)c4ccccc34)no2)cc1,116,112,113,101,100,89,106,104,102
COc1ccc(-c2nc3cc(C(=O)Nc4cc(OC)c(OC)c(OC)c4)ccc3n2C2CCCCC2)cc1,110,102,80,92,93,82,104,93,98
c1ccc2c(c1)nc(-n1ccnc1)c1nc3ccccc3n12,·,74,83,65,66,70,76,52,72
COC(=O)c1c(C)nc(Nc2nc3ccccc3o2)nc1-c1ccc(OC)cc1,115,99,106,102,106,93,88,97,103
c1ccc(CNc2ncn[nH]2)cc1,110,113,102,106,100,84,111,104,120
COc1ccc2c(c1)O/C(=C/c1ccc(OCC(=O)Nc3ccc(S(N)(=O)=O)cc3)cc1)C2=O,114,102,94,100,107,90,105,95,98
Cc1cc(C)n2ncnc2n1,110,96,99,96,101,100,104,106,99
Cc1ccc(Cc2cnc(NC(=O)c3cc(Br)cs3)s2)cc1,80,16,24,47,42,64,83,33,80
NC(=S)N/N=C\c1ncccc1OCc1cccc(N)c1,34,·,60,63,74,96,35,43,50
CC(C)(CNc1ccccc1)[N+](=O)[O-],115,105,108,105,101,84,98,95,105
COc1ccc(/C=C/C(=O)c2ccc(Nc3ncnc4cc(OC)c(OC)cc34)cc2)cc1F,115,92,98,90,110,99,106,88,99
CNCCCNc1ccnc2cc(Cl)ccc12,-89*,-33*,6.6*,0.5*,-23*,-53*,-79*,3.6*,-41*
COc1ccc(/C(C)=N\N)cc1,139,93,97,101,102,107,96,104,119
Cn1ncc2c(Nc3ccc(Br)cc3)nc(Nc3ccc(Br)cc3)nc21,64,33,22,37,53,67,·,37,73
CC[C@@H](C)C[C@H](C)C(=O)c1c(O)cc[nH]c1=O,117,114,92,108,108,85,88,108,109
O=C(O)c1ccc(Cl)cc1[N+](=O)[O-],94,110,116,107,90,·,101,106,111
CC(C)(C)N1CCC1C(N)=O (configuration not stated),106,109,·,99,98,89,47,77,125
Cc1cccc(Nc2nnc(SCC(=O)N3CCC(C)CC3)s2)c1,103,98,101,102,103,102,99,93,111
CC(NC(=O)C(Cc1ccc(OC(=O)c2ccccc2)cc1)NC(=O)OC(C)(C)C)C(=O)NCC(=O)NC(Cc1ccccc1)NC(=O)OCc1ccccc1 (configuration not stated),101,94,106,107,91,92,122,90,114
CC1=CC(C)(C)OC(=O)C1,124,110,111,105,107,83,98,104,105
O=C1S/C(=C/c2ccc(Cl)cc2)C(=O)N1c1nc(N2CCCC2)nc(N2CCCC2)n1,115,101,95,102,103,82,99,91,97
O=[N+]([O-])c1ccc(-c2nc(Cl)c3c(n2)CCCC3)o1,68,53,16,97,57,70,92,55,102
